Tb PGK inh – inhibitors of T. brucei phosphoglycerate kinase. P07378. PGK/GAPDH coupled, Kinase-Glo luminescence, 60 min. Potency, µM (doses to about 57.5 µM), for the others: top-dose activity change, negative = inhibition, actives largely listed as inhibitors. hit rate 0.043% among 380,000; note: potency is the fitted concentration of half-maximal effect; % is set by controls: 0 for no effect and ±100 for the full control effect; nearly all actives have a fitted effect of over 60% in size
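Luminescent ATP detection (Kinase-Glo Plus) follows a 60-minute room-temperature incubation, with wells lacking PGK as controls. Buffer: 100 mM TEA (pH 7.6), 5 mM MgCl2, 0.01% Tween-20. Coupling enzyme GAPDH (100 nM final) supplies unstable 1,3-BPG in-well.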
PI4K2A block – blocks human PI4K2A kinase activity; Q9BTU6; purified PI4K2A, ADP-Glo luminescence, 1 h; stronger effect = lower value; activity change, negative = inhibition, % at 76.9 µM; hit rate 0.13% among 420,000; in the data active = activity change below about -50%; inconclusive = mostly about -30% to -49%;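 note: -100% = wells without enzyme as full effect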
Target sequence (Q9BTU6 whole entry, looked up): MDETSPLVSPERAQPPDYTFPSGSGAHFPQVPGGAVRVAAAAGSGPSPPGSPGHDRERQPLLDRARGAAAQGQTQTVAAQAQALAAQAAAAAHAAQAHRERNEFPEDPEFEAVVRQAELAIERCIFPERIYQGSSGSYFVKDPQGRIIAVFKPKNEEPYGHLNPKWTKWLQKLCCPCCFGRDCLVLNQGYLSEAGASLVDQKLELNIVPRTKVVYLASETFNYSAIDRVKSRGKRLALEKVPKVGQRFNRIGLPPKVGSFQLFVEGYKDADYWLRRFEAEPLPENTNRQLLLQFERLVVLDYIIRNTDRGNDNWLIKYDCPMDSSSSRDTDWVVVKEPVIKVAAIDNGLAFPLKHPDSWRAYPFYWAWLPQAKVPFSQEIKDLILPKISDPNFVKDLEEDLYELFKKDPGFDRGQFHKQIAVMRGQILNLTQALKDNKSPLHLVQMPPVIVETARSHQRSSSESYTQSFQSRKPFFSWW
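PI4K2A activity was measured by ADP-Glo luminescence: enzyme (4 ug/mL stock) and phosphatidylinositol (1.2 mM stock) in Tris pH 7.5/MgCl2/EGTA/Triton X-100 buffer were reacted with ATP (300 microM stock) for one hour at ambient temperature.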
HP1b chromo inh – blocks HP1-beta chromodomain binding to methylated histone tails. Potency, µM (highest dose often 114 µM), inactives show at the highest dose activity change, negative = inhibition, hits mostly inhibitors. AlphaScreen HP1-beta / biotin-H3K9me3 peptide binding. AID 540317. hit rate 0.56% among 390,000. P83916; note: potency is the fitted concentration of half-maximal effect; nearly all actives have a fitted effect of over 70% in size; inactives centre near 23
Target sequence (P83916 whole entry, looked up): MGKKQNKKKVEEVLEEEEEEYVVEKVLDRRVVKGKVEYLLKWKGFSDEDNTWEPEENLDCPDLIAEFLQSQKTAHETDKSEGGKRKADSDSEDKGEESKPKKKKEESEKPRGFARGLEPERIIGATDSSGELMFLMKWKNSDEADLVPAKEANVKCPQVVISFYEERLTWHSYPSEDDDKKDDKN
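Compound inhibition of the preformed complex between 50 nM HP1-beta and 50 nM biotinylated H3K9me3 peptide was read by AlphaScreen. Buffer was PBS pH 7.4 with 0.01% Tween-20. Incubations ran 30 min at room temperature, with 10 ug/mL donor/acceptor beads.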
Pin1 inhibitor – human Pin1 inhibition; AID 504891; Potency, µM (doses to about 115 µM), for inactives: at the highest dose activity, negative = inhibition, usual class: inhibitors; hit rate 0.009% among 390,000; Pin1 FP peptide displacement, HiFluor488, 10 min; active = well fitted inhibition curve with a large enough effect in the polarisation, with a control signal flat, not every such curve was filed as active; inconclusive = small, poorly fitted or top-dose-only effect, or effect the other way, or a change in a side signal; inactive = no such curve, though single readings can be large or run the other way; the % refers to the polarisation; note: potency is the fitted concentration of half-maximal effect; % is set by controls: 0 for no effect and ±100 for the full control effect
BAZ2B inh – BAZ2B (human) inhibition. Q9UIF8. AlphaScreen BAZ2B-H3K14Ac peptide displacement. Potency, µM (titrated, usually from 114 µM), without a hit: at the highest dose activity change, negative = inhibition, actives largely listed as inhibitors. hit rate 4.4% among 360,000; note: potency is the fitted concentration of half-maximal effect; % is set by controls: 0 for no effect and ±100 for the full control effect; nearly all actives have a fitted effect of over 60% in size
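BAZ2B 50 nM plus b-H3(5-23)K14Ac 50 nM, PBS pH 7.4/0.01% Tween-20, 30 min RT; compound added (max 110 uM), 30 min RT; streptavidin donor/Ni-chelate acceptor beads 10 ug/mL final, 20 min dark; AlphaScreen read.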
Pol eta inh – blocks human DNA polymerase eta activity; Q9Y253; recombinant Pol eta, fluorescent DNA replication assay; Potency, µM (series often up to 114 µM), inactives show at the highest dose activity change, negative = inhibition, actives largely listed as inhibitors; hit rate 1.2% among 390,000; AID 588591; note: potency is the fitted concentration of half-maximal effect; % is set by controls: 0 for no effect and ±100 for the full control effect
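Pol eta (10 nM) was preincubated with compounds for 15 min at room temperature, after which fluorescent replication substrate (50 nM final) was added to start the reaction. Fluorescence was read kinetically at 0 and 10 min.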
GLS inh – glutaminase GLS (human) inhibition; GLS enzymatic activity, qHTS titration; Potency, µM (top dose mostly 45.5 µM), for the others: top-dose activity change, negative = inhibition, usual class: inhibitors; hit rate 0.21% among 410,000; AID 624170; note: potency is the fitted concentration of half-maximal effect; % is set by controls: 0 for no effect and ±100 for the full control effect
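Read-out is an Amplex red fluorescence increase coupled through glutamate oxidase and HRP, measured before and after 30 min room-temperature incubation. hKGA is in 45 mM KH2PO4 (pH 8.2) with 0.02% Tween-20; glutamine added as 1mM solution.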
G9a block – inhibitors of human histone lysine methyltransferase G9a | hit rate 8.8% among 350,000 | Potency, µM (series often up to 102 µM), for inactives: top-dose activity, negative = inhibition, hits mostly inhibitors | G9a H3K9 monomethylation, AlphaScreen, 2 h | Q96KQ7; note: potency is the fitted concentration of half-maximal effect; % is set by controls: 0 for no effect and ±100 for the full control effect; nearly all actives have a fitted effect of over 75% in size
Target sequence (Q96KQ7 913-1193 limits assumed): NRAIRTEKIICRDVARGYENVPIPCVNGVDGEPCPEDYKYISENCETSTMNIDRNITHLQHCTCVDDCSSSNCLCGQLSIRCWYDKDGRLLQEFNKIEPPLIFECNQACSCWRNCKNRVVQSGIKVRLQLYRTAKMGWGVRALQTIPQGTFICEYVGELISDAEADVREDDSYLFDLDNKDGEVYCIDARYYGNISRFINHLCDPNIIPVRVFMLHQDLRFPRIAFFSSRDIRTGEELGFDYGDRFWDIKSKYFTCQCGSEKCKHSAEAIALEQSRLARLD
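Using a bead-based AlphaScreen, monomethylated H3K9 product from 2 h room-temperature reactions (G9a 20 nM, peptide 500 nM, SAM 20 uM) was detected with 0.5 ug/mL rabbit anti-H3K9me1 antibody.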
JMJD2A Tudor – JMJD2A Tudor domain (human) inhibition | O75164 | AlphaScreen JMJD2A-Tudor / H3K4me3 peptide binding | Potency, µM (series often up to 114 µM), inactives show top-dose activity change, negative = inhibition, hits mostly inhibitors | hit rate 4.4% among 390,000; note: potency is the fitted concentration of half-maximal effect; % is set by controls: 0 for no effect and ±100 for the full control effect; nearly all actives have a fitted effect of over 50% in size
* hit, by the source's call; i = inactive; ? = inconclusive; nt = not tested or not shown; [ ] = dose if it differs, or a comment. Unless noted, calls come from the whole dose curve; as a rule, active = well fitted curve in the direction sought with a large enough effect; inconclusive = small, poorly fitted or top-dose-only effect, or another doubt; inactive = no such curve, though single readings can be large; an effect the other way counts as inactive or inconclusive.

molecule	Tb PGK inh	PI4K2A block	HP1b chromo inh	Pin1 inhibitor	BAZ2B inh	Pol eta inh	GLS inh	G9a block	JMJD2A Tudor
O=C(COC(=O)c1cc(-c2cccs2)nc2ccccc12)c1ccc(Br)cc1	i	-6.9	40.6%[activator]	-1.0%	87.1%[activator]	-18.9%	-6.3%	89.1%[activator][59 µM]	37.0%[activator]
CCCCNC(=O)c1cc(-c2ccc(Cl)c(Cl)c2)on1	2.3%	-1.2	29.1%	0.0%	11.1%	-6.2%	0.3%	8.8%[59 µM]	-3.4%
Cc1ccc2nc(NC(=O)CNS(=O)(=O)c3ccc(Br)s3)sc2c1	-9.3%	1.1	5.8%	1.2%	-14.6%	-2.7%	-0.7%	?	50.1µM*
Cc1ccc(C2C(C(=O)c3ccco3)=C(O)C(=O)N2c2nnc(C)s2)cc1 (centres undefined)	-1.1%	-1.0	17.4%	?	-32.6%	-15.2%	0.7%	nt	79.4µM*
CCOC(=O)C1CN(C(C)(C)C)C(=O)C1=O (centres undefined)	-6.8%	4.5	15.1%	-3.6%	-10.9%	-6.4%	8.3%	-50.4%	-18.0%
Cc1ccc(NC(=S)N(CCN(C)C)C(C)c2ccco2)cc1C (centres undefined)	?	2.1	15.0%	-5.1%	-34.6%	?	3.3%	-45.5%[59 µM]	-13.8%
CC(=O)N1CCN(C(=O)c2ccc(-c3cccc(C(F)(F)F)c3)o2)CC1	i	-0.8	32.8%	-2.4%	4.2%	-15.2%	-13.2%	50.1µM*	-8.8%
CN(c1ccccc1C(=O)NCc1ccco1)S(C)(=O)=O	-7.3%	-5.4	27.9%	-13.0%	?	?	?	-23.6%[12.7 µM]	-23.7%[57.1 µM]
CCOc1ccc(N(C)C(=O)CS(=O)(=O)c2cccc3nsnc23)cc1	-7.9%	-2.5	23.4%[57 µM]	2.4%	5.5%	-9.5%	0.8%	1.2%[59 µM]	-6.5%
CCc1ccccc1OCCCCCNCCO	-3.1%	6.6	49.3%[activator]	-4.2%	1.9%	-12.5%	0.5%	23.8%[12.7 µM]	-12.2%
COc1ccc(-c2nc(Cn3c(SCc4ccc(F)cc4)nc4cccnc43)c(C)o2)cc1	0.6%	-2.7	12.2%	30.0%	-27.4%	-13.7%	2.7%	?	-30.0%
Cc1[nH]c2ccccc2c1CCCO	-3.8%	-1.8	-0.5%	-11.3%	-22.7%	-3.7%	-4.1%	4.5%	-19.9%
CCN(c1ccc(F)cc1)S(=O)(=O)c1cccc2nsnc12	-3.8%	2.4	9.6%	-1.4%	-24.0%	-17.2%	-5.8%	-48.4%	-25.6%
CCOc1ccc(-n2c(C)c(C(C)=O)c3cc(OCC(N)=O)ccc32)cc1	0.6%	6.0	39.1%[activator]	-1.0%	?	-24.7%	-12.4%	1.9%	-10.5%
CC1CCC(NC(=O)COc2ccc(C(=O)c3ccccc3)cc2)CC1 (centres undefined)	-0.2%	3.2	11.0%	-0.6%	-3.5%	-11.2%	2.1%	9.2%[59 µM]	-11.8%
Cc1ccc(N(CC(=O)Nc2ccc(Br)c(C)c2)S(=O)(=O)c2c(C)[nH]c(=O)[nH]c2=O)cc1	-1.2%	0.1	35.5%	10.6%	-29.1%	-4.0%	12.5%	nt	-22.6%
CC(=O)Nc1ccc(NC(=O)C2CC(=O)Nc3nc4ccccc4n32)cc1 (centres undefined)	-1.5%	-4.3	27.5%	-2.5%	1.1%	-16.2%	-6.1%	10.4%[12.7 µM]	1.4%
Cc1cccc2nc(CNC(=O)C3CCC(=O)N(Cc4ccccc4F)C3)cn12 (centres undefined)	-1.6%	0.1	18.3%	-4.5%	-12.5%	-14.6%	-0.5%	9.3%	-14.0%
Cc1c(CC(=O)NCCC(=O)O)c(=O)oc2cc3oc4c(c3cc12)CCCC4	-2.2%	1.6	26.8%	4.0%	-3.7%	-1.7%	-1.1%	38.9%[0.501 µM]	5.0%
COc1ccccc1CNC(=O)COC(=O)Cc1ccsc1	-2.8%	0.2	6.7%	2.4%	0.3%	-2.5%	26.6%	4.1%	-18.5%
COc1cccc(CN(C)C(=O)Cc2c[nH]c3ccccc23)c1	-6.9%	-2.6	32.8%	69.9%[activator]	-13.2%	-12.1%	7.7%	nt	-22.0%
COc1cccc(C(=O)Nc2nnc(S(=O)(=O)N(C)Cc3ccc(F)cc3)s2)c1	i	10.1	45.6%[activator]	-3.0%	1.0%	-14.0%	-13.1%	?	-4.9%
COCCNC(=O)C(c1ccc(Cl)cc1)N(CCOC)C(=O)CCC(=O)Nc1ccccn1 (centres undefined)	-8.5%	1.5	23.0%	-10.2%	-14.3%	-12.1%	-2.3%	-9.9%	-15.1%
O=C(c1cnc(N2CCOCC2)c2ccccc12)N1CCN(c2ccccc2F)CC1	2.0%	-2.9	16.7%[57 µM]	-1.1%	-0.8%	-15.5%	2.2%	0.4%[59 µM]	-10.0%
COc1ccc(OCCOC(=O)c2cc(S(=O)(=O)N3CCOCC3)c(Cl)cc2Cl)cc1	-8.8%	-5.6	33.2%[activator]	3.8%	-4.7%	-11.4%	8.0%	8.8%[0.501 µM]	0.7%
S=c1[nH]nc(C23CC4CC(CC(C4)C2)C3)n1Cc1ccco1	-11.2%	-5.1	3.8%	?	?	-12.2%	-24.9%	-8.7%[0.0925 µM]	50.1µM*
O=C(CN1CCN(Cc2ccccc2)CC1)Nc1cccc(Cl)c1Cl	-1.2%	-0.1	nt	nt	nt	-14.7%	1.3%	nt	nt
COc1cnc(-c2ccccn2)nc1Sc1c(Cl)cccc1Cl	2.7%	2.6	19.4%	-1.8%	-6.6%	-9.2%	-0.2%	5.8%[12.7 µM]	-39.6%
CCOc1ccc(OCC)c(NC(=O)c2cnc(SC)nc2-c2ccccc2)c1	-7.6%	-4.6	26.2%	-0.9%	-3.7%	-10.3%	-3.4%	-14.3%[59 µM]	-13.9%
Cc1ccn2cc(CCNC(=O)COc3ccccc3)nc2c1	4.0%	-0.3	-6.7%	6.9%	-8.9%	-34.5%	-1.9%	-2.0%	-11.8%[11.4 µM]
CC(SCc1ccccc1)C(=O)NC1CCCC1 (centres undefined)	-7.1%	-6.4	44.2%[activator]	-11.5%	0.1%	-15.1%	-13.7%	9.1%[59 µM]	11.9%
COc1ccccc1NC(=O)c1[nH]c(C)c(C(C)=O)c1C	0.4%	21.2	9.9%	7.9%	-34.6%	-14.3%	3.5%	?	-9.7%
COc1ccc(NC(=O)N2CCCC(CCC(=O)N(C)CCc3ccccn3)C2)cc1 (centres undefined)	-2.0%	-3.3	20.1%	0.2%	-0.4%	-17.7%	6.7%	28.0%	1.4%
N=C1C(=O)OCC1c1ccccc1NC(=O)c1ccc(F)cc1 (centres undefined)	-2.3%	1.9	17.5%	4.0%	7.1%	-6.4%	15.6%	-8.8%[59 µM]	-9.7%
Cc1cc(OCC(C)C)ccc1/C(O)=C1/C(=O)C(=O)N(Cc2cccnc2)C1c1ccncc1 (centres undefined)	-5.6%	-0.3	26.8%	-13.5%	-37.3%	-23.3%	-4.1%	?	?
N/C(Cc1ccc(Cl)cc1)=N\OC(=O)CCc1ccccc1	4.8%	2.4	nt	nt	nt	-19.0%	-1.3%	nt	nt
Cc1ccc(NC(=S)N(CCN(C)C)Cc2cc3cc(C)cc(C)c3[nH]c2=O)cc1	-9.3%	1.9	5.8%	4.9%	-8.8%	-10.3%	-8.9%	-1.9%[59 µM]	-34.3%
COc1cc(C)ccc1OCCCCNCc1ccccc1	6.9%	6.0	-34.1%	4.0%	?	-5.3%	-0.3%	nt	17.8µM*
Cc1nn2c(N3CCN(c4ccccn4)CC3)cc(C(C)C)nc2c1-c1ccccc1	1.8%	2.3	99.2%[activator]	-2.9%	6.7%	-12.0%	-0.4%	?	33.1%
O=C(Nc1ccc(F)cc1F)NC1CCN(S(=O)(=O)c2ccc(F)cc2)CC1	13.7%	1.9	31.6%	-5.4%	0.8%	-4.2%	6.9%	37.8%[activator]	-11.9%
CC1Oc2ccccc2N(CC(=O)c2cccc(Cl)c2)C1=O (centres undefined)	i	-6.2	43.4%[activator]	-1.0%	3.9%	-10.4%	0.3%	-3.6%	25.7%
CCc1cccc(C)c1NS(=O)(=O)c1cc2[nH]c(=O)c(=O)[nH]c2cc1C	-5.9%	-0.6	32.1%	-10.2%	5.2%	-13.8%	5.5%	-4.0%[59 µM]	-2.3%
Cc1ccc(NC(=O)c2ccc(Cn3cc([N+](=O)[O-])cn3)cc2)c(C)c1	i	0.2	2.0%	1.5%	-1.0%	-1.2%	13.9%	7.3%[59 µM]	-8.9%
O=c1sc2ccccc2c(N2CCOCC2)c1[N+](=O)[O-]	0.7%	-2.0	27.1%	10.2%	2.7%	-3.0%	3.5%	-18.3%	-10.2%
COc1ccc(NC(=O)CCN2CCN(C/C=C/c3ccccc3)CC2)cc1	i	-1.1	21.6%	4.1%	-8.4%	-4.6%	-0.2%	nt	-18.7%
O=c1c2ccccc2c(-c2ccccc2)nn1-c1ccccc1	-9.2%	-2.8	16.8%	-0.6%	11.7%	-12.8%	-0.2%	-0.4%	9.0%
CCn1ccnc1CN(C)Cc1nc(-c2cccc(Cl)c2)no1	-3.0%	-5.4	11.7%	-6.9%	-16.1%	-19.3%	-9.6%	nt	-15.6%

Some of the compounds tested; count on the stated rates, not on these rows.
